RSV antiviral HEp-2 – RSV antiviral activity via CPE protection, HEp-2 cells, primary 10 µM value included (AID 2391); CPE inhibition, % at 10 µM, or IC50 in µM where a hit was titrated; 0.13% of 310,000 active; HEp-2 cells, RSV-induced CPE inhibition; higher % means a stronger effect; in the data active = a potency from the dose series; also: strong numbers were not always called active
bCat nuc transl – modulators of beta-catenin nuclear translocation, primary screen, imaging, HeLa cells, immunofluorescence, high-content; nuclear translocation activity, % at 5 µM; AID 1665, 2009; 0.3% of 190,000 active;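 active = nuclear translocation activity above 50% at 5 µM, with a well cell count of 50 or more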;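 also: per-cell ratio of nuclear to cytoplasmic median beta-catenin stain intensity; plate controls were DMSO negative control for no effect and GSK-3 inhibitor IX positive control for full effect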
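Test system: human HeLa cells, endogenous beta-catenin. Times: 24 h compound exposure, 37°C. Measured by: beta-catenin immunofluorescence imaging with DAPI.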
MgcRacGAP inhibition – MgcRacGAP GTPase-activating activity inhibitors, confirmation, biochemical, ADP Hunter fluorescence; inhibition, % at 30 µM; hits with a dose series show IC50 in µM; MgcRacGAP-stimulated Rac1 GTP hydrolysis, ADP Hunter fluorescence; higher % means a stronger effect; GST-tagged Rac1 F28L mutant substrate; AID 624330, 2012; Rac GTPase-activating protein 1 (Homo sapiens); 0.6% of 340,000 active;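 active = first-screen hits whose inhibition reached a set limit at any dose in the follow-up dose series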;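 also: fluorescence reports GDP produced by GAP-driven GTP hydrolysis; strong numbers were not always called active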
PhoP inhibition – inhibitors of PhoP regulon expression, primary screen, Salmonella Typhimurium, GFP reporter (AID 1863). 0.16% of 300,000 active. S. Typhimurium PhoP-regulated promoter GFP reporter, 4 h; higher % means a stronger effect. inhibition, % at 50 µM, or IC50 in µM where a hit was titrated;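 active = inhibition over 29.93%, a cutoff 3 SD above the screen mean, later confirmed by dose response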;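 also: 0% = low Mg2+ inducing control and 100% = high Mg2+ repressing control; strong numbers were not always called active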
West Nile virus CPE – West Nile virus antiviral activity, cell-based, CPE readout (AID 1621); CPE inhibition, % at 10 µM, or IC50 in µM where a hit was titrated; 0.02% of 290,000 active; West Nile virus-infected cells, CPE inhibition; higher % means a stronger effect; in the data active = a potency from the dose series; also: strong numbers were not always called active
T cell HTS – modulators of CD8 T cell-vesicle binding, primary screen, mouse 2C CD8+ T cells, flow cytometry; 2C CD8+ T cell-vesicle binding; stronger effect = lower value; calls only at 7 µM; 0.068% of 330,000 active; AID 2052, 2009;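 active = response, share of CD8 T cells binding vesicles, and their 90th percentile fluorescence all below set limits, cut at about 80% in these data, passing the limit was not always enough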
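Incubation: binding step 1.5 h, 37 °C, antibody labelling 20 min, ice; system: murine 2C transgenic CD8+ T lymphocytes; technique: cytometric PE anti-B7-1 and Alexa647 anti-CD8 signals after 1% paraformaldehyde fixation; also added: QL9-charged Drosophila Ld/ICAM-1/B7-1 vesicles; control set: naked versus QL9-loaded vesicles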
SV40 large T antigen – SV40 large T antigen inhibitors, biochemical (AID 1903) | SV40 large T antigen ATPase/helicase inhibition assay; higher % means a stronger effect | inhibition, % at 20 µM, or IC50 in µM where a hit was titrated | 0.39% of 310,000 active; in the data active = a potency from the dose series; also: strong numbers were not always called active
Myeloid diff MLP – induction of myeloid progenitor differentiation, primary screen, cell-based, flow cytometry, MLPCN library | ER-HoxA9 myeloid progenitors, lysozyme-GFP differentiation | 1% of 360,000 active | calls only at 10 µM;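 active = normalized GFP-positive differentiation at or above the plate's own cutoff, the solvent-only control mean plus 3 SD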;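 also: cells exposed to compound for four days before flow analysis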
WT yeast gro inh – growth inhibition of WT strain, primary screen, mitochondrial fusion inhibitor project, WT and mutant strains, chemical genetic; mitochondrial fusion phenotypic screen; inhibition, % at 10 µM; 2.1% of 190,000 active; in the data active = inhibition above about 58%; tested in S. cerevisiae
WT yeast gro inh mutant strain – recorded beside WT yeast gro inh, whose call it bears; inhibition, %; mitochondrial fusion phenotypic screen, mutant strain inhibition
bCat nuc transl cell count 5 µM – second read-out of bCat nuc transl, no call of its own (marks repeat the call); cell count; measured here: cell count, cytotoxicity flag
T cell HTS vesicle-bound % – also measured in T cell HTS; calls as there; double positive events, %; measured here: CD8+ vesicle-bound cell fraction;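 binding gate set so that unloaded-vesicle control wells show 10% double positive cells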
Myeloid diff MLP GFP+ MAC1+ % – also measured in Myeloid diff MLP; calls as there; GFP+ MAC1+ double positive, %; measured here: differentiation confirmed by MAC1 staining
Starred values were filed as active, the others as inactive; i = inactive; x = not tested or not shown; + = active, no number.

cpd	mol	RSV antiviral HEp-2	PhoP inhibition	Myeloid diff MLP GFP+ MAC1+ %	West Nile virus CPE	bCat nuc transl	WT yeast gro inh mutant strain	WT yeast gro inh	SV40 large T antigen	bCat nuc transl cell count 5 µM	T cell HTS vesicle-bound %	MgcRacGAP inhibition	T cell HTS	Myeloid diff MLP
1	COc1ccc(C2C(C(=O)N3CCOCC3)CCC(=O)N2c2cc(OC)c(OC)c(OC)c2)cc1 (centres undefined)	1.1%	-15%	0.9	-0.1%	0.0	1	-5	-1%	1132	46	6%	i	i
2	O=S(=O)(c1ccccc1C(F)(F)F)N1CCN(S(=O)(=O)c2ccccc2C(F)(F)F)CC1	-0.2%	4%	1.8	-0.3%	x	9	13	5%	x	x	8%	x	i
3	COc1ccc(OC(=O)Nc2ccc([N+](=O)[O-])cc2OC)cc1	-0.6%	-1%	0.7	0.5%	-0.6	x	x	0%	1301	23	19%	i	i
4	CC(=O)c1cccc(NC(=O)CN2CCN(Cc3ccccc3)CC2)c1	0.8%	-3%	0.7	-0.2%	x	x	x	7%	x	57	25%	i	i
5	COC(=O)c1ccccc1NC(=O)CSc1nc(C)cc(C)n1	1.2%	7%	0.2	-0.2%	0.3	-25	-8	-9%	1011	48	3%	i	i
6	O=c1ccc(NS(=O)(=O)c2ccccc2)cn1Cc1ccc(Cl)c(Cl)c1	1.7%	-12%	0.4	-0.6%	-0.9	6	24	7%	1338	32	0%	i	i
7	O=C(O)CC1SC(=Nc2cccc(C(F)(F)F)c2)NC1=O (centres undefined)	1.6%	3%	1.4	1.0%	x	4	-3	4%	x	37	2%	i	i
8	Cc1cc(C)nc(Nc2n[nH]c(-c3ccccc3C)n2)n1	3.4%	-2%	0.3	0.2%	0.6	19	1	14%	1502	19	1%	i	i
9	O=C(Nc1cccc(F)c1)N1CC=C(n2c(=O)[nH]c3ccccc32)CC1	2.2%	-6%	1.1	0.3%	0.6	-11	-6	-1%	1022	31	11%	i	i
10	CCn1c(SCc2nc3ccccc3[nH]2)nnc1-c1ccccc1OC	-0.6%	18%	0.4	-0.1%	-6.4	-20	-7	10%	820	33	12%	i	i

Only Myeloid diff MLP, for 4 of the compounds above:
| no. | canonical_smiles | Myeloid diff MLP |
| --- | --- | --- |
| 4 | CC(=O)c1cccc(NC(=O)CN2CCN(Cc3ccccc3)CC2)c1 | i |
| 5 | COC(=O)c1ccccc1NC(=O)CSc1nc(C)cc(C)n1 | i |
| 6 | O=c1ccc(NS(=O)(=O)c2ccccc2)cn1Cc1ccc(Cl)c(Cl)c1 | i |
| 7 | O=C(O)CC1SC(=Nc2cccc(C(F)(F)F)c2)NC1=O (centres undefined) | i |

Continuation.
cpd	mol	RSV antiviral HEp-2	PhoP inhibition	Myeloid diff MLP GFP+ MAC1+ %	West Nile virus CPE	bCat nuc transl	WT yeast gro inh mutant strain	WT yeast gro inh	SV40 large T antigen	bCat nuc transl cell count 5 µM	T cell HTS vesicle-bound %	MgcRacGAP inhibition	T cell HTS	Myeloid diff MLP
11	Cc1c(Cl)c([N+](=O)[O-])nn1CCCC(=O)N1CCN(c2ccccc2)CC1	5.8%	-8%	1.1	-0.6%	-1.2	-1	-1	8%	1518	37	3%	i	i
12	Cc1cccc(N2CCN(S(=O)(=O)c3c(C)[nH]c(C)c3C(=O)N3CCCC3)CC2C)c1 (centres undefined)	-0.1%	-13%	3.7	-1.5%	x	x	x	6%	x	9	7%	i	i
13	CN(Cc1ccccc1)Cc1ccccc1F	2.6%	6%	1.2	0.2%	-5.3	-4	-4	6%	842	22	30%	i	i
14	Cc1c(C(=O)Nc2ccccc2F)sc2ncn(CC(=O)N3CCOCC3)c(=O)c12	2.1%	-8%	2.6	-0.6%	x	x	x	10%	x	12	11%	i	i
15	Cc1cc(Cl)ccc1OCCCC(=O)N1CCN(C)CC1	-0.4%	1%	0.9	-0.4%	-0.4	-2	8	2%	1399	41	6%	i	i
16	COc1cccc(C(=O)Nc2nnc(-c3ccccc3)s2)c1	2.5%	-10%	0.4	0.5%	x	x	x	9%	x	20	3%	i	i
17	O=C(Nc1cc(C(F)(F)F)ccc1Cl)C(Sc1nnc(-c2cccs2)o1)c1ccccc1 (centres undefined)	12%	9%	0.6	-0.6%	0.5	7	6	7%	1045	41	7%	i	i
18	CC(C)N(CCNC(=O)c1nn(Cc2ccccc2)c(=O)c2ccccc12)C(C)C	0.4%	4%	0.9	0.0%	x	x	x	11%	x	12*	5%	+	i
19	O=C(NCC1CCCO1)c1ccccc1NS(=O)(=O)c1ccc(F)cc1 (centres undefined)	-0.4%	x	1.1	x	x	x	x	x	x	58	4%	i	i
20	O=C(CCn1c(=O)oc2ccccc21)Nc1cccc(Cl)c1	3.0%	0%	1.9	-0.1%	-0.6	0	5	7%	977	16	7%	i	i

Grouped by structure: the entries above with an aryl methoxy group
cpd	mol	RSV antiviral HEp-2	PhoP inhibition	Myeloid diff MLP GFP+ MAC1+ %	West Nile virus CPE	bCat nuc transl	WT yeast gro inh mutant strain	WT yeast gro inh	SV40 large T antigen	bCat nuc transl cell count 5 µM	T cell HTS vesicle-bound %	MgcRacGAP inhibition	T cell HTS	Myeloid diff MLP
1	COc1ccc(C2C(C(=O)N3CCOCC3)CCC(=O)N2c2cc(OC)c(OC)c(OC)c2)cc1 (centres undefined)	1.1%	-15%	0.9	-0.1%	0.0	1	-5	-1%	1132	46	6%	i	i
3	COc1ccc(OC(=O)Nc2ccc([N+](=O)[O-])cc2OC)cc1	-0.6%	-1%	0.7	0.5%	-0.6	x	x	0%	1301	23	19%	i	i
10	CCn1c(SCc2nc3ccccc3[nH]2)nnc1-c1ccccc1OC	-0.6%	18%	0.4	-0.1%	-6.4	-20	-7	10%	820	33	12%	i	i
16	COc1cccc(C(=O)Nc2nnc(-c3ccccc3)s2)c1	2.5%	-10%	0.4	0.5%	x	x	x	9%	x	20	3%	i	i

Screen by screen, from the results shown:
PhoP inhibition, nos. 9 to 18 → -6%, 18%, -8%, -13%, 6%, -8%, 1%, -10%, 9%, 4%
West Nile virus CPE, nos. 9 to 18 → 0.3%, -0.1%, -0.6%, -1.5%, 0.2%, -0.6%, -0.4%, 0.5%, -0.6%, 0.0%

Back to the main list; the two compounds before the break are reprinted first.
cpd	mol	RSV antiviral HEp-2	PhoP inhibition	Myeloid diff MLP GFP+ MAC1+ %	West Nile virus CPE	bCat nuc transl	WT yeast gro inh mutant strain	WT yeast gro inh	SV40 large T antigen	bCat nuc transl cell count 5 µM	T cell HTS vesicle-bound %	MgcRacGAP inhibition	T cell HTS	Myeloid diff MLP
19	O=C(NCC1CCCO1)c1ccccc1NS(=O)(=O)c1ccc(F)cc1 (centres undefined)	-0.4%	x	1.1	x	x	x	x	x	x	58	4%	i	i
20	O=C(CCn1c(=O)oc2ccccc21)Nc1cccc(Cl)c1	3.0%	0%	1.9	-0.1%	-0.6	0	5	7%	977	16	7%	i	i
21	COc1ccc(NS(=O)(=O)c2ccc(N)cc2)nn1	1.1%	2%	x	x	0.9	-48	-10	11%	560	63	x	i	x
22	CCc1ccccc1NC(=O)CSc1nc2ccccc2n1CC(=O)N1CCCC1	0.7%	6%	1.3	0.4%	0.3	-3	-7	6%	1020	52	8%	i	i
23	CCC1(CC)NC(=O)N(CC(=O)OCC(=O)Nc2cc(OC)ccc2OC)C1=O	2.9%	x	1.0	x	x	x	x	x	x	38	8%	i	i
24	O=C(Nn1c(SCc2ccc([N+](=O)[O-])cc2)nc2ccccc2c1=O)c1ccc(F)cc1	7.7%	4%	0.7	-0.2%	0.0	-14	-4	3%	1014	54	-9%	i	i
25	CN(C)c1ccc(NC(=S)NC23CC4CC(CC(C4)C2)C3)cc1	0.7%	3%	x	-1.3%	x	x	x	16%	x	20	15%	i	x
26	O=S(=O)(c1cc(Cl)ccc1Cl)N1CCN(Cc2ccco2)CC1	0.9%	0%	1.5	-0.1%	x	x	x	9%	x	70	3%	i	i
27	O=C(NCc1cc([N+](=O)[O-])ccc1O)c1cc(-c2ccncc2)nc2ccccc12	10%	-3%	0.8	1.0%	x	x	x	13%	x	63	6%	i	i
28	N#Cc1ccccc1Sc1ccccc1C(=O)OCC(=O)NC1CCS(=O)(=O)C1 (centres undefined)	1.9%	-10%	0.7	-0.9%	-0.4	10	-8	8%	1022	30	-9%	i	i
29	COc1ccc(N(Cc2cc3ccc(C)cc3[nH]c2=O)C(C)=O)cc1	4.6%	-4%	0.5	-0.3%	-7.6	7	10	3%	984	36	4%	i	i
30	CC1CCCCN1CCCNC(=O)c1ccc(N2CCCC2=O)cc1 (centres undefined)	0.3%	x	4.6	-0.5%	x	x	x	14%	x	51	-1%	i	i
31	Cc1noc(C)c1COc1ccc(C(=O)NCCc2ccc(S(N)(=O)=O)cc2)cc1	-0.4%	2%	0.3	x	x	x	x	0%	x	10	7%	i	i
32	Cc1cc(C)c(NS(=O)(=O)c2ccc(NC(=O)c3cccs3)cc2)c(C)c1	2.4%	-23%	0.2	-0.9%	-0.8	-16	-16	5%	982	30	6%	i	i
33	Cc1cc(C(=O)N2CCN(c3ncccn3)CC2)c2cc(F)ccc2n1	1.6%	5%	4.5	-0.4%	-2.5	12	-1	15%	1029	11	3%	i	i
34	N#Cc1c(N2C(=O)Nc3ccccc3N2O)sc2c1CCCC2	0.4%	3%	0.1	0.5%	-1.2	-19	-8	-3%	1176	62	7%	i	i
35	COC(=O)/C=C/c1ccc2c(c1)OCO2	2.2%	9%	0.3	-0.2%	1.6	12	7	-5%	1027	32	-1%	i	i
36	CCOC(=O)N1CCN(C(=O)c2ccc3c(c2)NC(=O)C(N2CCOCC2)S3)CC1 (centres undefined)	1.9%	14%	2.2	x	-0.1	-7	3	2%	1378	16	7%	i	i
37	CC1CCCCN1C(=O)CSc1nc(-c2ccccc2)cc(=O)[nH]1 (centres undefined)	0.7%	0%	1.9	0.4%	-1.1	-4	-2	1%	1036	60	-3%	i	i
38	CCOC(=O)C1CCCN(CCC(=O)Nc2cc(C)cc(C)c2)C1 (centres undefined)	-0.9%	0%	0.0	-0.2%	0.8	23	2	26%	1043	14	5%	i	i
39	COc1ccc(C(=O)Nc2nnc(SCC(=O)NCc3ccco3)s2)cc1OC	2.0%	-1%	1.1	0.5%	x	x	x	19%	x	33	1%	i	i
40	Cc1ccccc1NC(=S)NC(C)C(c1ccccc1)N1CCN(C)CC1 (centres undefined)	-1.4%	-6%	x	-0.4%	-2.8	10	0	6%	1127	7	-2%	i	x
